MITF primary – MITF inhibitors, primary screen, biochemical, AlphaScreen, human; AlphaScreen MITF homodimerization, bead proximity signal; inhibition, % at 2.6 µM; 0.91% of 650,000 active; AID 1259374, 2018; in the data active = inhibition above about 50%;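 also: 0% = vehicle wells with protein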
Target sequence (O75030 whole entry, looked up): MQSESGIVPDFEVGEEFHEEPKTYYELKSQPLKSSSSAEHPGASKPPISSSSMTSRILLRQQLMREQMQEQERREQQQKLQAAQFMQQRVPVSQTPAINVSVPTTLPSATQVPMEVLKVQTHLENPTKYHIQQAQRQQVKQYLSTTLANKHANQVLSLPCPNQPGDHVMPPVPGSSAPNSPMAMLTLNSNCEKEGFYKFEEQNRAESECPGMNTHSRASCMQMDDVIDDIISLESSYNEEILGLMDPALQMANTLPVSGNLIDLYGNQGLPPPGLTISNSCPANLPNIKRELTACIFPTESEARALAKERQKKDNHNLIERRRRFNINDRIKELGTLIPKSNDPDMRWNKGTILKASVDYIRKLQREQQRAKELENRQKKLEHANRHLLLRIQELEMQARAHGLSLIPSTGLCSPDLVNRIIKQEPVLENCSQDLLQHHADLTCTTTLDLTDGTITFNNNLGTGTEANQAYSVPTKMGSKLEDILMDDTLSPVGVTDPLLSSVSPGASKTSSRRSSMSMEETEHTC
TEAD-YAP inh – TEAD-YAP interaction inhibition, primary screen, TEAD-YAP interaction inhibitor project, luminescence, HEK-TIYL cells; TEAD-Gal4/YAP UAS-luciferase luminescence; inhibition, % at 9.12 µM; 1.4% of 640,000 active; AID 1259422, 2018; in the data active = inhibition above about 32%;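 also: 0% = median of test compound wells and 100% = reference inhibitor wells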
FBW7 act – FBW7 E3 ligase activators, primary screen, biochemical, AlphaScreen, human. F-box/WD repeat-containing protein 7 (Homo sapiens), Q969H0. normalized activity (activation), % at 26.1 µM. AlphaScreen FBW7–phospho-cyclin E peptide binding, activator screen. 0.13% of 650,000 active. AID 1259310, 2017; in the data active = normalized activity above about 1.9%;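 also: purified mutant Fbw7 with reduced substrate affinity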
GPR151 activ – activators of human GPR151, primary screen, cell-based, PathHunter beta-arrestin, luminescence. AID 1508602, 2020. activation, % at 11.2 µM. PathHunter beta-arrestin GPR151 cells. 1% of 650,000 active; in the data active = activation above about 4.9%;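 also: 0% = median of compound wells and 100% = cells with positive control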
Target sequence (Q8TDV0 whole entry, looked up): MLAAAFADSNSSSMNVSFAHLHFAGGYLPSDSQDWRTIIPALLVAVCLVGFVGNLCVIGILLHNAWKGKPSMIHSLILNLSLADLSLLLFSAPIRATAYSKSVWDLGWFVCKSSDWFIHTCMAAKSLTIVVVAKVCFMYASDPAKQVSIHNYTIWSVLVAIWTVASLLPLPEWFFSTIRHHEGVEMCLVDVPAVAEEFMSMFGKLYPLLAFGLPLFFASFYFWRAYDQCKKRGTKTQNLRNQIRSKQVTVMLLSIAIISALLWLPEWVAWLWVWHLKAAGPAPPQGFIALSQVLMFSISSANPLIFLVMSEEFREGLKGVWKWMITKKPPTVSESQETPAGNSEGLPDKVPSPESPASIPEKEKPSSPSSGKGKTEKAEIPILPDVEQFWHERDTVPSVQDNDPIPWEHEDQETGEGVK
Numbers without * were called inactive; / = not tested or not shown; & = joins results of further samples.

SMILES | MITF primary | TEAD-YAP inh | FBW7 act | GPR151 activ
O=C(Nc1ccccc1N1CCOCC1)c1cc(Cl)ccc1Cl | -1 | 4 | -0.1 | 0.1
COc1ccc(-c2cc(C(=O)N3CCN(C(=O)c4ccco4)CC3)[nH]n2)cc1 | -6 | 4 | -0.1 | -0.1
CCN1CCN(CCCNC(=O)CCNC(=O)Cn2cnc3ccccc3c2=O)CC1 | 2 | -1 | -0.1 | -0.9
CN1C(=O)N(C)c2ccc(C=C(C#N)C#N)c3cccc1c23 | -9 | -2 | 0.0 | 2.6
O=C(CCn1c(=O)oc2ccccc21)NC1=NCCS1 | 8 | 8 | 0.1 | -0.9
O=C(CN1C(=O)CCS(=O)c2ccccc21)NCCCc1ccccc1 (stereo unspecified) | 8 | 6 | 0.1 | 1.1
CC(=O)Nc1ccc(S(=O)(=O)Nc2ccc([N+](=O)[O-])cc2C)cc1 | 12 | 1 | 0.1 | 4.9
Cc1sc2nc(C)n3c(=O)n(CC(=O)NC4CC4)nc3c2c1C | -4 | 0 | 0.0 | -0.1
CCCCCCc1cc2cc(-c3nc4ccccc4[nH]3)c3nc4ccccc4n3c2cc1O | 6 | 4 | 0.4 | -1.0
Cc1cccc(/C=C2\N=C(c3cccc(I)c3)OC2=O)c1 | -2 | -10 | 0.7 | 0.5
O=C(Nc1cc(Cl)cc(Cl)c1)c1ccc(Br)cc1F | -1 | -21 | 0.7 | -1.1
Cc1cccc(CN2CCc3c(nc(N4CCCCC4)[nH]c3=O)C2)n1 | 23 | 8 | 0.2 | 0.0
COc1cc2c(cc1OC)C(C(=O)N1CCCC(C)C1)C(c1cccs1)N(C)C2=O (stereo unspecified) | 2 | 12 | 0.1 | 1.0
O=C(Nc1ccc2c(c1)C(=O)OC2)c1ccc(C(F)(F)F)cc1 | -4 | -7 | -0.2 | -0.4
O=C(Nc1ccc(S(=O)(=O)Nc2nccs2)cc1)C1CC2CCC1C2 (stereo unspecified) | 1 | 0 | 0.0 | -1.1

Part of the list above, showing only MITF primary:
structure	MITF primary
Cc1sc2nc(C)n3c(=O)n(CC(=O)NC4CC4)nc3c2c1C	-4
CCCCCCc1cc2cc(-c3nc4ccccc4[nH]3)c3nc4ccccc4n3c2cc1O	6
Cc1cccc(/C=C2\N=C(c3cccc(I)c3)OC2=O)c1	-2
O=C(Nc1cc(Cl)cc(Cl)c1)c1ccc(Br)cc1F	-1
Cc1cccc(CN2CCc3c(nc(N4CCCCC4)[nH]c3=O)C2)n1	23

(next part)
SMILES | MITF primary | TEAD-YAP inh | FBW7 act | GPR151 activ
C=C(C)Cn1c(N)cc(=O)nc1SCC(=O)Nc1cccc(C(F)(F)F)c1 | 4 | 4 | -0.2 | -0.7
O=C(Cc1ccccc1)Nc1ccc2oc(-c3ccc(Cl)cc3Cl)nc2c1 | 7 | -9 | -0.2 | -0.5
Cn1c(SCC(=O)Nc2ccccc2F)nnc1-c1cc(Br)ccc1O | 19 | -2 | 0.1 | 0.1
CC#CCC1(C(=O)OC)C(=O)NC[C@H]1c1ccccc1 (stereo partly specified) | 14 | / | 0.0 | 0.5
Cc1nn(-c2ccccc2)c2ncc(C(=O)c3ccccc3O)cc12 | 3 | -31 | 0.0 | 0.6
CC(=O)Oc1ccc2c(=O)c(-c3csc(-c4ccccc4)n3)coc2c1 | -2 | -11 | -0.1 | 0.6
Cc1cc(C)cc(-n2c(C)nc3cc(C(=O)NCCCN4CCOCC4)ccc32)c1 | 3 | -1 | 0.3 | -0.5
Cc1ccc2cnn(CC(=O)NCC3CCCO3)c2c1 (stereo unspecified) | 9 | 5 | 0.0 | -0.4
COc1cc(-c2ccc(NCC(C)(C)C)nc2)cc(OC)c1OC | 8 | -27 | -0.4 | -0.4
COc1cc(N)c(/C(N)=N/O)cc1OC | 5 | 9 | 0.0 | 2.5
CCN(c1ccccc1)S(=O)(=O)c1cc2c(cc1C)N(C)CCO2 | 1 | -2 | -0.2 | 2.4
O=C(Nc1nnc(CC(=O)N2CCOCC2)s1)c1cccs1 | -3 | 3 | 0.0 | 1.9
Cc1c(Cl)cccc1NC(=O)CSc1nc2[nH]ncc2c(=O)n1-c1cccc(Cl)c1C | -1 | 22 | -0.1 | 0.5
CCN(CC)C(=O)CSc1nc2ccccc2n1S(=O)(=O)c1cc([N+](=O)[O-])ccc1C | 12 | -4 | 0.0 | 0.2
CN1CCN(c2ccc(NC(=O)c3ccccc3[N+](=O)[O-])cc2)CC1 | -2 | -6 | -0.3 | -0.2
Cc1ccc(-c2cc(-c3ccccc3)c(C#N)c(SCS(=O)Cc3ccccc3)n2)cc1 (stereo unspecified) | 3 | -9 | -0.1 | -1.0
CCOc1ccccc1C(=O)NCCc1csc(-c2cccnc2)n1 | -3 | -9 | 0.1 | -0.2
CCOC(=O)C1(CCOc2ccccc2)CCN(Cc2ccn[nH]2)CC1 | 1 | 11 | 0.0 | -0.4
CC1CN(CC(=O)NCC2COc3ccccc3O2)Cc2ccccc2O1 (stereo unspecified) | 6 | 3 | -0.1 | -1.0
COC(=O)c1ccccc1NS(=O)(=O)c1c(C)cc(C)cc1C | -2 | 4 | 0.1 | 0.5
CC(NC(=O)C1CCN(S(=O)(=O)N2CCC3(CC2)OCCO3)CC1)c1ccccc1 (stereo unspecified) | 1 | -13 | -0.1 | -0.1
COc1ccc(S(=O)(=O)N(CC(=O)Nc2ccccc2OC)Cc2ccccc2)cc1 | 2 | 0 | -0.1 | -1.4
CCOc1ccc(/C(O)=C/C(=O)C(=O)Nc2ccc(S(=O)(=O)NC(C)=O)cc2)cc1 | 28 | -5 | 0.3 | -0.5
O=C(Nc1ccc([N+](=O)[O-])cc1Cl)c1cnn2cc(Br)cnc12 | 3 | 0 | 0.3 | 7.2*
CCNS(=O)(=O)c1ccc(CCC(=O)Nc2ccc(C(N)=O)cc2)cc1 | -13 | 18 | -0.1 | -1.2
O=C(Cn1c2ccccc2c(=O)c2cc([N+](=O)[O-])ccc21)Nc1ccc(Cl)c(Cl)c1 | 2 | 7 | 0.0 | 0.6
Cc1nccn1S(=O)(=O)c1cc(Cl)c(Cl)cc1Cl | 3 | 7 | 0.1 | -0.3
CCC(C(=O)Nc1c2c(nn1C(C)(C)C)CS(=O)C2)c1ccccc1 (stereo unspecified) | -3 | -9 | 0.1 | 0.8
O=C(NCc1ccco1)C(=O)NCC1CCCN1S(=O)(=O)c1ccccc1 (stereo unspecified) | 14 | -9 | 0.0 | -1.8
CCOc1ccc(NC(=O)CC2S/C(=N\N=C3CCCCCC3)NC2=O)cc1 (stereo unspecified) | 21 | 9 | 0.1 | 0.1

6 compounds drawn at random from the list so far:
SMILES | MITF primary | TEAD-YAP inh | FBW7 act | GPR151 activ
CCOc1ccccc1C(=O)NCCc1csc(-c2cccnc2)n1 | -3 | -9 | 0.1 | -0.2
COc1ccc(S(=O)(=O)N(CC(=O)Nc2ccccc2OC)Cc2ccccc2)cc1 | 2 | 0 | -0.1 | -1.4
CCOc1ccc(NC(=O)CC2S/C(=N\N=C3CCCCCC3)NC2=O)cc1 (stereo unspecified) | 21 | 9 | 0.1 | 0.1
CCOC(=O)C1(CCOc2ccccc2)CCN(Cc2ccn[nH]2)CC1 | 1 | 11 | 0.0 | -0.4
O=C(NCc1ccco1)C(=O)NCC1CCCN1S(=O)(=O)c1ccccc1 (stereo unspecified) | 14 | -9 | 0.0 | -1.8
Cc1nccn1S(=O)(=O)c1cc(Cl)c(Cl)cc1Cl | 3 | 7 | 0.1 | -0.3

(more compounds)
SMILES | MITF primary | TEAD-YAP inh | FBW7 act | GPR151 activ
O=C(NCc1ccco1)C1Sc2nnc(-c3ccccc3)n2NC1c1ccccc1 (stereo unspecified) | 9 | 16 | -0.1 | 0.3
CCOc1ccc(NC(=O)CSC2=C(C#N)C(c3ccco3)C(C(N)=O)=C(C)N2)cc1 (stereo unspecified) | -6 | 27 | -0.1 | 0.9
O=C1c2ccccc2C(Nc2cccnc2)N1c1ccccn1 (stereo unspecified) | -2 | 6 | -0.4 | 0.2
COc1ccc(OCC(=O)NC(=S)Nc2cc(OC)ccc2OC)cc1 | -2 | -2 | 0.1 | -0.6
C=CCOc1ccc(Br)cc1CNCC | -1 | 1 | 0.0 | 1.1
COc1ccc(/C=N/Nc2nc(-c3cccnc3)nc3ccccc23)c(OC)c1 | 6 | 12 | 0.1 | 2.2
CCOC(=O)c1cc(CC)sc1NC(=O)c1cccc(N2C(=O)CCC2=O)c1 | 8 | 7 | 0.3 | -1.3
CCOc1ccc(CNC(=S)NNS(=O)(=O)c2ccc(OCC)cc2)cc1 | 7&-11 | 0&-2 | 0.1&-0.1 | -0.2&-0.1
CCOc1ccccc1N(CC(=O)NC(C)(C)C)C(=O)Cn1nnc(-c2ccc(C)o2)n1 | 16 | 15 | 0.3 | -0.8
O=C(O)CC1(CC(=O)Nc2ccccc2Cl)CCCC1 | 15 | -6 | 0.5 | -1.4
OCCNc1nc(Nc2ccncn2)nc2c1ncn2C1CCCCC1 | 15 | -27 | 0.2 | -0.9
Cc1ccccc1C1CC(=O)NC(SCC(=O)Nc2ccc([N+](=O)[O-])cc2)=C1C#N (stereo unspecified) | 15 | 11 | -0.2 | 0.2
COc1ccc(N=C2NC(=O)/C(=C\c3ccc(Sc4nc5ccccc5[nH]4)o3)S2)cc1 | 29 | 13 | 0.7 | -1.1
COc1ccc2[nH]c(C)c(CCNC(=O)c3ccc(F)cc3)c2c1 | 1 | -9 | 0.0 | -1.1
Cc1cccc(N(CC(=O)NC2CCCC2)C(=O)CCC(=O)Nc2ccccn2)c1 | -1 | 2 | -0.1 | 1.0
O=C(O)Cn1cc(/C=N\Nc2ccc([N+](=O)[O-])cn2)c2ccccc21 | -7 | -26 | -0.1 | -1.3
O=C1Nc2cc(C(=O)N3CC=C(c4ccccc4)CC3)ccc2Nc2ccccc21 | 10 | -1 | 0.1 | -0.4
COc1ccc(COC(=O)Nc2ccc(-c3cn[nH]c3)cc2)cc1 | -10 | 3 | 0.0 | 0.8
O=C(NCc1ccc(F)cc1)c1noc2c1COc1ccccc1-2 | 9 | 4 | 0.3 | -1.5
COc1ccc(/C=C(\C#N)C(N)=O)cc1O | 11 | -4 | 1.4 | -0.1
NNC(=O)CCCCCNC(=O)c1ccccc1 | 3 | -1 | -0.1 | -0.3
CCOC(=O)C1(CCOC)CCN(Cc2ccnc3ccccc23)CC1 | 2 | -4 | 0.1 | 1.5
O=c1[nH]cnc2scc(-c3ccc(Br)cc3)c12 | 2 | -15 | -0.1 | 1.9
Cc1cc2nc(NCCO)n(CCOc3ccccc3)c2cc1C | 1 | -6 | -0.1 | 0.2
COc1cccc(-c2nc3ccc([N+](=O)[O-])cc3[nH]2)c1 | 11 | -54 | -0.1 | -2.0
COC(=O)C(CCSC)NC(=O)C1CCN(c2nc(C)c3ccc(C)cc3n2)CC1 (stereo unspecified) | 14 | -5 | 1.1 | 0.0
COc1ccc(OC)c(/C=N\NC(=O)c2sc(N)nc2C)c1 | -1 | -4 | 0.3 | -0.6
COc1ccc(/C=C(/C#N)C(=O)Nc2cccc3ccccc23)cc1 | 18 | 3 | 0.6 | -1.3
COC(=O)c1ccc(Cn2cnc3ccccc3c2=O)cc1 | 4 | -1 | 0.2 | -0.7
COc1ccc(N2CCN(Cc3nc4c(c(=O)[nH]c(=O)n4C)n3CCCO)CC2)cc1 | 5 | -9 | 0.3 | -2.3

The closing 2 compounds of the section above lead into the next:
SMILES | MITF primary | TEAD-YAP inh | FBW7 act | GPR151 activ
COC(=O)c1ccc(Cn2cnc3ccccc3c2=O)cc1 | 4 | -1 | 0.2 | -0.7
COc1ccc(N2CCN(Cc3nc4c(c(=O)[nH]c(=O)n4C)n3CCCO)CC2)cc1 | 5 | -9 | 0.3 | -2.3
COc1ccc(C2=NN3C(C2)c2cc(OC)ccc2OC3c2ccc(F)c(F)c2)cc1 (stereo unspecified) | 4 | -35 | -0.1 | -1.1
COc1ccc(/C=C/C(=O)c2cccc([N+](=O)[O-])c2)c(OC)c1 | 18 | -13 | 0.2 | -0.3
COc1ccccc1NC(=O)C(=O)NCCc1sc(-c2ccc(C)cc2)nc1C | 16 | -4 | 0.1 | -0.4
C=CCSc1[nH]c(=O)c(C(=O)OCC)cc1C#N | -13 | 9 | -0.3 | -0.4
COc1ccc(C(=O)NNc2ccccc2)cc1 | 9 | -7 | 1.2 | -0.5
CC(C)N1C(=O)C[n+]2ccccc2C1C(=O)Nc1ccccc1 (stereo unspecified) | 9 | 6 | -0.3 | -0.4
CCOC(=O)c1cc(-c2ccc(C(C)(C)C)cc2)nc2c1c(=O)[nH]c(=O)n2C | -12 | 6 | -0.1 | -0.7
COCCn1c(=O)[nH]c2ncc(-c3ccc(F)cc3)nc21 | 12 | 6 | 1.9 | 0.0
COc1ccc(C2=N/C(=C/c3cc4ccccc4n3C(C)=O)C(=O)O2)cc1OC | -7 | -7 | 0.0 | 1.8
O=C(NCCc1nnc(SCC(O)CO)n1-c1ccc(F)cc1)c1ccccc1F (stereo unspecified) | 6 | -3 | 0.2 | 0.3

Screening results as filed in PubChem BioAssay.
